# Source: PubChem BioAssay (National Center for Advancing Translational Sciences (NCATS))
# LMNA splice mod: LMNA splicing modulation; AID 1487; HeLa LMNA splicing GFP/RFP minigene ratio, 48 h; Potency, µM (top dose mostly 46.1 µM), inactives show top-dose ratio change, negative = inhibition, most hits filed as inhibitors; 200,000 compounds, 0.01% hits; active = well fitted inhibition curve with a large enough effect in the signal ratio, with a control signal flat, not every such curve was filed as active; inconclusive = small, poorly fitted or top-dose-only effect, or effect the other way, or a change in a side signal; the % refers to the signal ratio; also: % is scaled to controls: 0 for no effect and ±100 for the full control effect
#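 Read-out is the ratio of GFP to DsRed2 object intensity, acquired by 488 nm laser-scanning cytometry on HeLa lamin A-EGFP minigene reporter cells. Compound incubation 48 hrs at 37 °C in Opti-MEM with 2% FBS; DMSO 0.5% final.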
# Epigenetic reg: regulators of epigenetic silencing causing reporter derepression in mouse cells. murine LDR cells, GFP reporter derepression, 30 h. Potency, µM (series often up to 53.9 µM), without a hit: at the highest dose GFP activation, usual class: activators. 280,000 compounds, 0.2% hits; active = well fitted activation curve with a large enough effect; inconclusive = small, poorly fitted or top-dose-only effect; also: % of control where 0% means no effect; nearly all actives have a fitted effect of over 60% in size
#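 Murine LDR cells carrying a silenced, genomically integrated CMV-driven GFP reporter were exposed to compound for 30 hours at 37 C. After PBS washes, GFP-positive cells (20–120 um objects) were counted by laser-scanning microplate cytometry.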
# The depositor's hits bear a star; ? = inconclusive; [ ] = another dose, or the depositor's remark. Potency is read from the fitted curve at half-maximal effect. These rows are one share of the data, so the mix of outcomes need not match the whole.
# Results follow in this order: LMNA splice mod	Epigenetic reg
- Cc1ccc2c(c1)N(C(=O)N1CCC(C(=O)Nc3cccc(F)c3)CC1)CCO2
  1%[46 µM]	1.1%
- Cc1ccc(S(=O)(=O)c2cn(C)c3cc(N4CCOCC4)c(F)cc3c2=O)c(C)c1
  ?	-0.4%
- COc1ccc(C(=O)NCC(c2ccc(N(C)C)cc2)N2CCc3ccccc32)cc1 (stereo unspecified)
  ?	-0.8%
- COc1ccc(Cn2ccc3nc(C)c(C(=O)N4CCN(c5cccc(OC)c5)CC4)cc3c2=O)cc1
  -7%[46 µM]	0.8%
- COCCCNC(=O)C1CCC(Cn2c(=O)c3sccc3n(Cc3ccc(F)cc3)c2=O)CC1 (stereo unspecified)
  6%[46 µM]	1.5%
- CCOC(=O)c1sc(NC(=O)c2nc3ncccn3n2)c(C(=O)OC(C)C)c1C
  ?	-1.1%
- Cc1ccc(CNC(=O)C2COc3ccccc3C2)cc1 (stereo unspecified)
  15%[46 µM]	-1.7%
- O=C(Cn1c(-c2cccs2)cc2cc(F)ccc21)N1CCCCC1
  ?	-1.2%
- O=C(Nc1ccc(F)cc1)c1ccc2c(=O)n3c(nc2c1)CCCCC3
  ?	-1.1%
- CCOC(=O)c1c(S(=O)(=O)N2CCCC(C(=O)N3CCN(c4cc(C)ccc4C)CC3)C2)c(C)n(C)c1C (stereo unspecified)
  -11%[46 µM]	-1.3%
- O=[N+]([O-])c1ccc(C(c2sc3nc(-c4ccco4)nn3c2O)N2CCN(Cc3ccccc3)CC2)cc1 (stereo unspecified)
  5%[46 µM]	0.5%
- COc1ccc(N2CCN(C(=O)CSc3n[nH]c(-c4ccccc4Cl)n3)CC2)cc1
  -2%[46 µM]	0.1%
- CCOc1ccccc1NC(=O)CCNS(=O)(=O)c1ccc2c(c1)CCN2C(=O)C1CC1
  -15%[46 µM]	0.0%
- CCOc1ccc2nc(N3CCN(C(=O)C(C)C)CC3)sc2c1
  3%[46 µM]	-0.9%
- Cc1ccc(N2CC(NC(=O)c3ccc(S(=O)(=O)N4CCCC4)cc3)CC2=O)cc1C (stereo unspecified)
  0%[46 µM]	8.2%

# New compounds follow:
# Results follow in this order: LMNA splice mod	Epigenetic reg
- Cc1ccc(-c2cc(C(=O)N3CCN(S(=O)(=O)c4ccc(Br)s4)CC3)[nH]n2)c(C)c1
  17%[46 µM]	-1.2%
- Cc1ccc(NC(=O)CSC2=Nc3ccccc3C3=NC(Cc4ccccc4)C(=O)N23)cc1C (stereo unspecified)
  -18%[46 µM]	-3.5%
- CCOC(=O)c1c(C)oc2nc(C)nc(NCCc3ccc(C)cc3)c12
  -15%[46 µM]	-1.3%
- CNc1oc(-c2ccc(COc3ccc(C)cc3)o2)nc1C#N
  ?	-1.6%
- O=C(CSc1nc2c([nH]c3ccccc32)c(=O)n1-c1ccccc1)N1CCCc2ccccc21
  ?	1.4%
- CC(=O)c1ccc(NC(=O)Cn2c(=O)nc(-c3ccccc3)c3ccccc32)cc1
  -11%[46 µM]	-4.2%
- CCCCCCc1cc2cc(-c3cn4c(n3)sc3cc(OC)ccc34)c(=O)oc2cc1O
  -4%[46 µM]	1.8%
- Cc1ccc(NC(=O)c2cc(S(=O)(=O)N3CCC4(CC3)OCCO4)ccc2F)cc1Cl
  -15%[46 µM]	1.8%
- COc1ccc(-n2ncc(C(=O)NCc3ccc4c(c3)OCO4)c2C2CCN(C(=O)OC(C)(C)C)CC2)cc1
  -4%[46 µM]	2.5%
- O=C(Nc1ccc(S(=O)(=O)N(Cc2ccccc2)c2ccccc2)cc1)c1ccc([N+](=O)[O-])cc1
  ?	-0.8%
- CC(=O)N1CCCc2cc(S(=O)(=O)Nc3ccc(Cl)cc3F)ccc21
  ?	2.5%
- Cc1nn(CCC(=O)Nc2cccc(C#N)c2)c(C)c1S(=O)(=O)N1CCCCC1
  -4%[46 µM]	-3.3%
- CCCCN(CC)CCNC(=O)C1CCCN(c2ncnc3onc(C)c23)C1 (stereo unspecified)
  ?	-0.2%
- CCOC(=O)c1c(S(=O)(=O)NCC(=O)Nc2cccc(CC)c2)c(C)n(C)c1C
  9%[46 µM]	0.0%
- Cc1ccc(S(=O)(=O)NCCc2cn3c(C)csc3n2)cc1
  -5%[46 µM]	0.0%

# Continued:
# Results follow in this order: LMNA splice mod	Epigenetic reg
- CCc1cccc(C)c1NS(=O)(=O)c1cc2[nH]c(=O)c(=O)[nH]c2cc1C
  4%[46 µM]	-1.2%
- COc1ccc(NC(=O)Cn2c(=O)ccc3cc(S(=O)(=O)N4CCCC4)ccc32)cc1Cl
  -1%[46 µM]	9.7%
- CCc1ccccc1NC(=O)C1CCN(c2cnccn2)CC1
  -4%[46 µM]	-3.2%
- O=C(NC1CC(=O)N(c2ccc(Cl)cc2)C1)c1ccc(S(=O)(=O)N2CCCC2)cc1 (stereo unspecified)
  -10%[46 µM]	0.0%
- CCOC(=O)c1noc2nc(C)n(Cc3cccc(C#N)c3)c(=O)c12
  7%[46 µM]	0.8%
- COc1ccc(-n2c(SCC(=O)NCc3ccccc3)nc3ccsc3c2=O)cc1
  18%[46 µM]	-1.3%
- CCCCNC(=O)c1cccc(NC(=O)c2nsc3ccccc23)c1
  ?	9.4%
- CCn1c(CN2CCCCC2)nc2cc(NC(=O)COc3ccc([N+](=O)[O-])cc3)ccc21
  12%[46 µM]	1.6%
- O=C(Cn1c(-c2cccs2)cc2ccccc21)NCCCN1CCN(c2ccc(F)cc2)CC1
  -7%[46 µM]	5.8%
- Cc1ccccc1NC(=O)CSc1nc2ccc(NC(=O)CCc3ccccc3)cc2s1
  ?	1.6%
- CCOc1ccc(NC(=O)c2nn(C)c3c2CS(=O)(=O)c2ccccc2-3)cc1
  -12%[46 µM]	0.0%
- Cc1cccc(C(=O)Nc2ccccc2OCc2cc(=O)n3cc(C)ccc3n2)c1
  -24%[46 µM]	-1.6%
- COc1cc2c(cc1OC)C(COc1ccccc1OC)N(C(=O)c1ccc(S(=O)(=O)N3CCCC3)cc1)CC2 (stereo unspecified)
  12%[46 µM]	4.8%
- Cc1cccc(OCCSc2nc3ccc(NC(=O)COc4ccccc4F)cc3s2)c1
  ?	-1.6%
- COc1ccccc1CNC(=O)c1cc2c(=O)n(Cc3cccs3)ccc2nc1C
  ?	-0.1%

# (next part)
# Results follow in this order: LMNA splice mod	Epigenetic reg
- CN(C)c1ccc(C(CNS(=O)(=O)c2ccc(F)cc2F)N2CCOCC2)cc1 (stereo unspecified)
  -8%[46 µM]	-1.4%
- CCS(=O)(=O)NCCc1sc2nc(-c3ccc(OC)cc3)nn2c1C
  -7%[46 µM]	-0.9%
- O=C(Nc1ccccc1C(F)(F)F)N1Cc2ccccc2Oc2ncccc21
  ?	0.0%
- CCCSCCCNC(=O)C1CCCN(c2nn3cc(-c4ccc(OC)cc4)nc3s2)C1 (stereo unspecified)
  ?	-1.2%
- Cc1cc(NC(=O)c2ccccc2F)ccc1-c1nc2ccccc2s1
  ?	6.5%
- Cc1nc(-n2nc(C)c(Cc3ccc(Cl)cc3)c2C)sc1C(=O)N1CCCCC1C (stereo unspecified)
  -14%[46 µM]	-3.2%
- O=C(O)c1cc(NC2(c3ccccc3)C(=O)c3ccccc3C2=O)ccc1Cl
  16%[46 µM]	-1.3%
- Cc1ccc(Cl)cc1N1CCN(C(=O)Cc2c(C(=O)O)c(C)cn2C)CC1
  9%[46 µM]	0.0%
- Cc1ccc(CNC(=O)CSc2nc3n[nH]c(C)c3c(=N)n2-c2ccccc2Cl)cc1
  6%[46 µM]	4.3%
- COc1ccc(N2CC(NC(=O)/C=C\c3ccc4c(c3)OCO4)CC2=O)cc1OC (stereo unspecified)
  19%[46 µM]	12%
- O=C(NCCc1csc2nc(-c3ccc(F)cc3)nn12)c1cccc(C(F)(F)F)c1
  ?	-4.0%
- Cc1ccc(Cn2cnc3nc4c(cc3c2=O)CCCC4)cc1
  2%[46 µM]	-1.7%
- O=C(NCC(c1cccs1)S(=O)(=O)c1cccs1)c1ccccc1 (stereo unspecified)
  18%[46 µM]	3.8%
- COC(=O)c1ccc(NC(=O)CSc2nc(=O)[nH]c3c2CCCC3)cc1
  8%[46 µM]	-0.1%
- O=S1(=O)c2ccccc2N(Cc2cccc(Cl)c2)c2ccccc21
  ?	0.4%

# Complete entries from above. Values in the order: LMNA splice mod	Epigenetic reg
# Profile of `COC(=O)c1ccc(NC(=O)CSc2nc(=O)[nH]c3c2CCCC3)cc1` : 8%[46 µM]	-0.1%
# Profile of `CN(C)c1ccc(C(CNS(=O)(=O)c2ccc(F)cc2F)N2CCOCC2)cc1` (stereo unspecified) : -8%[46 µM]	-1.4%
# Profile of `O=C(Nc1ccccc1C(F)(F)F)N1Cc2ccccc2Oc2ncccc21` : ?	0.0%
# Profile of `Cc1ccc(CNC(=O)CSc2nc3n[nH]c(C)c3c(=N)n2-c2ccccc2Cl)cc1` : 6%[46 µM]	4.3%

# Reformatted tab-delimited: entries from further up
Molecule	LMNA splice mod	Epigenetic reg
Cc1ccc(Cn2cnc3nc4c(cc3c2=O)CCCC4)cc1	2%[46 µM]	-1.7%
O=C(NCC(c1cccs1)S(=O)(=O)c1cccs1)c1ccccc1 (stereo unspecified)	18%[46 µM]	3.8%
COC(=O)c1ccc(NC(=O)CSc2nc(=O)[nH]c3c2CCCC3)cc1	8%[46 µM]	-0.1%
O=S1(=O)c2ccccc2N(Cc2cccc(Cl)c2)c2ccccc21	?	0.4%

# (listing goes on)
# Results follow in this order: LMNA splice mod	Epigenetic reg
- CC(C)(C)c1ccc(S(=O)(=O)N2CCN(C(=O)c3cc(-c4ccc(Br)cc4)n[nH]3)CC2)cc1
  ?	0.0%
- CCOc1ccc(CCNC(=O)C2COc3ccccc3C2)cc1OCC (stereo unspecified)
  -1%[46 µM]	4.0%
- O=C(NCc1ccccc1F)c1ccc(CN2CC(=O)N3CCCCC3C2=O)cc1 (stereo unspecified)
  22%[46 µM]	0.0%
- CCOC(=O)c1c(C)oc2nc(C)nc(Nc3cccc(OC)c3)c12
  ?	-1.3%
- CC(=O)c1ccc(NC(=O)C2CCN(S(=O)(=O)c3ccc4c(c3)CCCN4C(=O)C3CCC3)CC2)cc1
  9%[46 µM]	0.8%
- Cc1ccc(/C=C/c2nc3ccccc3[nH]2)cc1
  -11%[46 µM]	1.3%
- COc1cccc(C(=O)N2c3nc(-c4ccco4)nn3C3(CCCCC3)[C@@H]3CCCC[C@@H]32)c1
  ?	-1.6%
- CCCCc1nn2c(=O)cc(COC(=O)c3ccccc3NC(=O)C3CCCCC3)nc2s1
  -4%[46 µM]	-1.6%
- O=C(COCc1cc(-c2cccs2)on1)NCc1ccc(F)cc1
  ?	-0.4%
- Cc1cccc(OCCSc2nc3ccc(NC(=O)COc4ccccc4C)cc3s2)c1
  -1%[46 µM]	1.6%
- COc1ccc(CNC(=O)CCc2c(C)nn(-c3ccc(N4CCCCC4)nn3)c2C)cc1
  5%[46 µM]	0.8%
- CCc1ccc(NC(=O)C(=O)NCCc2csc(-c3ccc(C(F)(F)F)cc3)n2)cc1
  ?	0.0%
- Cc1ccc(C2=NN(CC(=O)NCCCN(CC(C)C)CC(C)C)C(=O)CC2)cc1
  -33%[46 µM]	0.0%
- COc1ccc(NC(=O)CSC2=Nc3ccccc3N=C(c3ccc(F)cc3)C2)cc1OC
  -13%[46 µM]	6.8%
- CCOC(=O)c1c(C)oc2nc(C)nc(N3CCN(c4ccc(C(C)=O)cc4)CC3)c12
  11%[46 µM]	11%

# More entries follow.
# Results follow in this order: LMNA splice mod	Epigenetic reg
- CCCn1c2ccccc2c2cnn(CC(=O)Nc3cc(OC)c(OC)c(OC)c3)c(=O)c21
  18%[46 µM]	-1.2%
- COc1ccc(N2CC(NC(=O)c3ccc4c(c3)OCO4)CC2=O)cc1OC (stereo unspecified)
  5%[46 µM]	0.7%
- CC(C)c1ccc(CNc2nc(-c3ccco3)nn2S(=O)(=O)c2ccc(F)cc2)cc1
  22%[46 µM]	2.4%
- COc1cc(NC(=O)CCc2c(C)nn(-c3ccc(N4CCOCC4)nn3)c2C)cc(OC)c1OC
  ?	0.0%
- CCOc1ccc(NC(=O)Cc2ccc(NC(=O)N3CCCCc4ccccc43)cc2)cc1
  -18%[46 µM]	0.0%
- CCc1nc2ccc(C(=O)NCc3cccc(Br)c3)cc2nc1CC
  ?	1.3%
- CC(C)c1cnc2c(c1SCC(=O)Nc1ccc(OC(F)(F)F)cc1)c(=O)n(C)c(=O)n2C
  ?	3.3%
- Cc1ccc(C)c(NC(=O)Cn2c(SCC(=O)NCc3ccccc3)nc3ccccc32)c1
  ?	-0.9%
- Cc1ccc(C(=O)N2CCC(C(N)=O)CC2)cc1NC(=O)c1nsc2ccccc12
  4%[46 µM]	-0.3%
- O=c1oc2c(CN3CCOCC3)c(O)ccc2cc1-c1ccccc1
  -8%[46 µM]	0.0%
- COc1ccc(-c2ccc(=O)n(CC(=O)Nc3ccc(OC)c(OC)c3)n2)cc1
  ?	0.0%
- CCOC(=O)c1noc2ncn(CC(=O)Nc3cccc(Cl)c3)c(=O)c12
  7%[46 µM]	0.0%
- Cc1cn(C)c(CC(=O)N2CCN(c3ccccc3F)CC2)c1C(=O)O
  10%[46 µM]	-0.5%
- COc1ccccc1CN(Cc1ccco1)c1cnc(S(C)(=O)=O)nc1C(=O)Nc1ccccc1Cl
  11%[46 µM]	-3.2%
